# GSK3 alpha inh: blockers of GSK3A enzyme activity – biochemical, luminescence, cell-free homogeneous, HTS, primary screen; GSK-3 alpha kinase, ADP-Glo luminescence, 60 min; inhibition, % at 10 µM; 0.1% of 320,000 active; AID 2650, 2010;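 in the data active = inhibition above about 50%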;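 also: GST-tagged GSK-3 alpha with peptide substrate and 25 µM ATP; 0% = DMSO neutral wells and 100% = GW8510 positive control wells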
# Target sequence (P49840 whole entry, looked up): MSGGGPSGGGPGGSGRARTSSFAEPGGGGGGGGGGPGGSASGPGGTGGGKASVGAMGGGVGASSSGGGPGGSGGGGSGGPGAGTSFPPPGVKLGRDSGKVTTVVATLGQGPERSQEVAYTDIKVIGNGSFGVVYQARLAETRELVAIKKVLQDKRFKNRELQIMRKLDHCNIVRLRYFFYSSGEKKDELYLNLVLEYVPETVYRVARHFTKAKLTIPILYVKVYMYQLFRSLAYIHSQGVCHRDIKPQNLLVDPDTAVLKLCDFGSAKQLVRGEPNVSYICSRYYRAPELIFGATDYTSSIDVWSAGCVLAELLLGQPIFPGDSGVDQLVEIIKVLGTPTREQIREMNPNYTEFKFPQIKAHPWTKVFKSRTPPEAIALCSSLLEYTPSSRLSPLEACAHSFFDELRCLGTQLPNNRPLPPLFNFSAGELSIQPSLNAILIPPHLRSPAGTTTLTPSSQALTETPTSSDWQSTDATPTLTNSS
# KCNQ1 inh: inhibitors of human KCNQ1 channel, primary screen, cell-based, thallium flux, high-throughput | CHO-K1 KCNQ1, FluxOR thallium flux fluorescence; active compounds read high | AID 2642, 2010 | B-score at 10 µM | 1.3% of 310,000 active;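 active = compounds whose thallium flux B-score, printed positive for inhibition, exceeds three library SD while starting fluorescence stays within three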;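 also: channel opened by potassium depolarization with thallium stimulus after 20 min compound exposure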
# PolyA inhibitor: polyadenylation inhibitors in yeast reporter cells, primary screen, luminescence, S. cerevisiae; S. cerevisiae SKY197-pL101 polyadenylation reporter, beta-gal luminescence; efflux-impaired pdr1/pdr3 knockout yeast; score 100 = 6 SD above DMSO; calls only at 12 µM; 0.02% of 300,000 active; AID 1875, 2009;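 active = lowest replicate activity score at least 50, where 100 means six control SD above control mean; inconclusive = lowest score under 50 but half or more replicates reach 50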;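 also: yeast exposed to compound for 9 h at 30 °C; higher score means more reporter readthrough which indicates perturbed polyadenylation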
# RGS4 pot: RGS4 potentiators or activators, primary screen, cell-based, HEK293 M3R inducible RGS4, calcium flux | B-score at 10 µM | 0.92% of 310,000 active | carbachol calcium flux Fluo4; active compounds read low | AID 463111, 2010;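 active = B-score of the integrated calcium signal more than 4 SD below the library mean, with starting fluorescence not abnormally high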;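 also: negative B-score means reduced calcium response which marks RGS4 activation or potentiation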
#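 Test system: HEK293 cells with stable M3R and inducible RGS4; also added: carbachol at ECmax as muscarinic agonist stimulus; schedule: dye loading 30 min 37 °C, buffer rest 30 min RT; technique: kinetic calcium fluorescence imaging with Fluo4-AM dye, 2 µM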
# KCNK3 inh: human KCNK3 channel inhibitors, primary screen, CHO cells, FluxOR thallium flux, B-score | Potassium channel subfamily K member 3 (Homo sapiens), O14649 | 0.84% of 340,000 active | FluxOR fluorescence; active compounds read low | B-score at 10 µM;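 active = B-score under library mean minus 4 SD, starting fluorescence ratio at most library mean plus 5 SD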;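 also: more negative B-score means stronger inhibition of thallium flux through KCNK3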
# HDAC3 inh: HDAC3 deacetylase inhibitors, primary screen, biochemical, fluorescence, cell-free homogeneous. Histone deacetylase 3 (Homo sapiens), O15379. 0.15% of 320,000 active. inhibition, % at 8.3 µM. recombinant HDAC3, fluorogenic peptide/trypsin coupled; in the data active = inhibition above about 26%, passing the limit was not always enough; inconclusive = no clear call, values can overlap the other calls
# GSK3beta inhib: human GSK3beta kinase inhibitors, primary screen, biochemical, cell-free homogeneous, HTS; Glycogen synthase kinase-3 beta (Homo sapiens), P49841; GST-GSK3beta kinase, ADP-Glo luminescence, 60 min; active compounds read low; activity score (negative = inhibition), % at 10 µM; 0.038% of 300,000 active; AID 2097, 2009;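 active = more than half of replicate wells score below -50%, meaning over 50% inhibition versus plate controls; inconclusive = some replicates but at most half score below -50%; inactive = no replicate scores below -50%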;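 also: 0% = median DMSO wells and -100% = median GW8510 positive control wells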
# Target sequence (P49841 whole entry, looked up): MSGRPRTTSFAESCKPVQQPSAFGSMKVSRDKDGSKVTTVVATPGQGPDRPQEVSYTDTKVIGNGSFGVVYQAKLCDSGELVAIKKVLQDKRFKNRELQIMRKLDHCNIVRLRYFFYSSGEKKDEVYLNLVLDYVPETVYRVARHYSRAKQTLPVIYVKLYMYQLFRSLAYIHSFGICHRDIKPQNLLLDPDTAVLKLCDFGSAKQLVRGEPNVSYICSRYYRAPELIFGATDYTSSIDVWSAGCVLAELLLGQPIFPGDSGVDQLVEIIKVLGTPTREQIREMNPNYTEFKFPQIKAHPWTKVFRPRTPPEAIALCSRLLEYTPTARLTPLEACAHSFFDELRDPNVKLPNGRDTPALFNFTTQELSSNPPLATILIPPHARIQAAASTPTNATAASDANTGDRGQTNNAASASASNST
#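 Test system: GST-tagged human GSK3beta kinase, cell-free; evaluation: activity score scaled between in-plate DMSO and GW8510 controls; measured by: ADP-Glo luminescence; incubation: 60 min reaction, RT; benchmarks: DMSO and 20 µM GW8510; reagent: peptide substrate plus 25 µM ATP (final); medium: Tris/MgCl2 kinase buffer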
# hERG protect: hERG rescue from dofetilide block, primary screen, cell-based, CHO-hERG, FluxOR thallium flux, dofetilide IC70 | dofetilide IC70 present | activation (rescue from dofetilide block), less the hit threshold, % at 10 µM | 0.51% of 310,000 active | AID 1511, 2009;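 active = activation above the mean of controls blocked by dofetilide plus 5 SD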;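 also: thallium influx through hERG after potassium depolarization seen as dye fluorescence rise; in these data hits start at about 4.7%; inactives centre near -7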
# DYRK1A inh: rat Dyrk1A kinase inhibitors, primary screen, biochemical, single point, plate reader. ADP-Glo luminescence, NFATc1 peptide. 0.43% of 310,000 active. inhibition, % at 12.5 µM. Dual specificity tyrosine-phosphorylation-regulated kinase 1A (Rattus norvegicus), Q63470; in the data active = inhibition above about 50%;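 also: plate controls were vehicle with enzyme for no effect and no enzyme for full effect; many of its hits are not listed in these tables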
# KCNK9 block: KCNK9 potassium channel inhibitors, primary screen, HEK293 cells, thallium flux; B-score at 10 µM; Potassium channel subfamily K member 9 (Homo sapiens), Q9NPC2; FluxOR thallium flux fluorescence; active compounds read low; 1.2% of 310,000 active;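 active = ratio B-score over 3 SD below the library mean, with starting fluorescence within 5 SD of its mean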;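 also: negative B-score means less thallium flux so channel inhibition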
# KCNQ1 act: potentiators or activators of KCNQ1 channel, primary screen, cell-based, thallium flux, high-throughput | 0.35% of 310,000 active | B-score at 10 µM | CHO-K1 KCNQ1, thallium flux FluxOR fluorescence; active compounds read high | AID 2648, 2010 | Potassium voltage-gated channel subfamily KQT member 1 (Homo sapiens), P51787;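 active = fluorescence ratio B-score, a plate-corrected score, at least three library SD, with initial intensity B-score within 5 SD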
#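 Schedule – 37 °C overnight plating, 90-min dark dye load, 20-min compound pretreatment · System – stable KCNQ1 CHO-K1 line · Probe or stimulus – thallium- and potassium-containing depolarizing buffer · Measured by – kinetic FluxOR fluorescence, 10 s baseline plus 110 s post-stimulus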
# The depositor's hits bear a star; i = inactive; ? = inconclusive; / = not tested or not shown. A portion of the library, so the mix of outcomes need not match the whole.
SMILES,GSK3 alpha inh,KCNQ1 inh,PolyA inhibitor,RGS4 pot,KCNK3 inh,HDAC3 inh,GSK3beta inhib,hERG protect,DYRK1A inh,KCNK9 block,KCNQ1 act
C#CCOCCOCCOCCNc1nc(N2CCN(C(=O)[C@H]([C@@H](C)CC)n3cc([C@@H](N)CC(C)C)nn3)CC2)nc(N2CCN(C(=O)[C@H](Cc3ccc(O)cc3)n3cc([C@@H](N)CC(C)C)nn3)CC2)n1,1,i,i,i,/,-4,-3,-10,/,i,i
CC(=O)c1cccc(NC(=O)N2C3CCCC2CC(NC(=O)C2CC2)C3)c1 (centres undefined),-1,i,i,i,i,-1,-3,-5,-4,i,i
COc1ccc(OCC(O)CN2CC(C)OC(C)C2)cc1 (centres undefined),1,i,i,i,i,-1,2,-2,/,i,i
CN=c1sc(C(=O)Nc2cccc(Cl)c2)cc(=O)n1C,-1,i,i,i,i,2,-1,-6,-3,i,i
COc1cc2ccccc2cc1C(=O)Nc1ccc(S(=O)(=O)Nc2cc(C)on2)cc1,-24,i,i,i,i,1,3,-11,/,i,i
CC1(C(=O)OCC(=O)Nc2nc(-c3ccc(F)c(F)c3)cs2)CC1(Cl)Cl (centres undefined),0,i,i,i,-10*,1,1,-20,0,i,i
O=C(Nc1cccc(C(=O)N2CCCCCC2)c1)c1ccco1,-4,i,i,i,i,-6,0,-4,2,i,i
CC(C)NC(=O)NC(=O)COC(=O)c1ccccc1F,0,i,i,i,i,-8,0,-6,1,i,i
Cc1nn(Cc2ccccc2Cl)c(C)c1C(=O)N1CCN(c2ccccc2)CC1,4,i,i,i,i,7,-1,-16,-6,i,i
CC1(C)CC(=O)C2=C(C1)N(Cc1ccccc1)C(=O)C2(NC(=O)C(C)(C)C)C(F)(F)F (centres undefined),-1,i,i,i,i,-2,-1,-11,1,i,i
O=C(Nc1ccc(Cl)c(Cl)c1)N1N=CCC1c1ccccc1 (centres undefined),/,i,i,i,-9.5*,/,0,-7,5,-6.6*,i
Cn1cc(S(=O)(=O)NC2CCCCC2)c(=O)n(C)c1=O,-1,i,i,i,i,-6,1,-11,8,i,i
Fc1ccccc1CSc1nc2ccccc2[nH]1,-1,i,i,i,i,1,0,-7,5,i,i
CC(=O)Nc1ccc(C(=O)Nc2ccc3c(c2)OCCO3)cc1,2,i,i,i,i,2,-2,-4,2,i,i
COC(=O)CCC(=O)c1ccc(OC)c(Cl)c1,-4,i,i,i,/,6,0,-9,/,i,i
c1ccc2ncc(-n3cnnn3)cc2c1,0,i,i,i,i,-1,2,-8,6,i,i
C/C=C/c1ccc(OCCCCN(C)Cc2ccccc2)c(OC)c1,-1,i,i,i,i,3,1,-12,16,i,i
O=c1c2ccccc2nc(-c2ccco2)n1CCc1ccc(O)cc1,-1,i,i,i,i,1,-1,-5,1,i,i
CCC(=O)Nc1ccc(SC#N)cc1C,2,i,i,i,i,3,3,1,4,i,i
CCOC(=O)c1c(C)[nH]c(C=Nc2ccccc2)c1O,/,i,i,i,/,/,1,-2,/,i,i
COC(=O)COc1ccc2oc(=O)cc(-c3cc4ccccc4o3)c2c1,3,i,i,i,i,1,-1,-2,-3,i,i
COc1ccc(Cc2nnc(SCC(=O)c3ccc(OC)cc3)o2)cc1,0,i,i,i,i,8,1,-1,-2,i,i
COc1ccc(CNC(=O)COc2ccc([N+](=O)[O-])cc2)cc1,-1,i,i,i,i,-8,2,-12,4,i,i
CCCCN(C)C(=O)C1CCC(CNS(=O)(=O)c2ccc3c(c2)CC(C)N3C(C)=O)CC1 (centres undefined),0,i,i,i,i,0,0,-6,-7,i,i
COc1ccc(O)c(C2=Nc3ccccc3N=C(c3cccs3)C2)c1,0,i,i,i,i,?,3,-7,1,i,i
C/C(Cn1cnc([N+](=O)[O-])n1)=N\NC(=O)c1ccc(O)cc1O,2,i,i,i,i,-2,-3,-14,30,i,i
CC(C)CCCC(C)CCOC(=O)CN1CCCC1 (centres undefined),-1,i,i,i,i,-1,1,-5,/,i,i
Cc1cccc(NC(=O)C(=O)NCCc2c[nH]c3ccccc23)c1C,-3,i,i,i,i,-4,-3,-6,2,i,i
Cc1nnc(SC(C)C(=O)Nc2ccc(S(=O)(=O)N3CCCCCC3)cc2)s1 (centres undefined),0,i,i,i,i,6,-3,-9,1,i,i
Cc1cc(=O)[nH]c(SCC(=O)N2CCC(Cc3ccccc3)CC2)n1,-1,i,i,i,i,-1,-1,-5,-3,i,i
CS(=O)(=O)c1ccc(NC(=O)C2CC(=O)N(c3ccc4c(c3)OCCO4)C2)cc1 (centres undefined),0,i,i,i,i,8,4,-16,13,i,i
COc1cccc(N(C(=O)Cc2cccs2)C(C(=O)NC2CCCC2)c2ccncc2)c1 (centres undefined),1,i,i,i,i,0,1,-8,-7,i,i
Cc1ccc(OCCCC(=O)N2CCOCC2)cc1,1,i,i,i,i,-10,2,-8,4,i,i
C=CCN(C(=O)CCC(=O)O)C1CC(=O)N(c2ccc(OC)cc2)C1=O (centres undefined),0,i,i,i,i,-7,-3,-11,11,i,i
O=C(CSCc1ccc([N+](=O)[O-])cc1)Nc1ccc(S(=O)(=O)N2CCCCCC2)cc1,2,i,i,i,i,-6,0,-3,-2,i,i
COCCN1C(=O)N[C@@H](c2cccc(F)c2)C(C(=O)OC)=C1C,0,i,i,i,i,-4,1,4.9*,5,i,i
O=C(COC(=O)c1ccncc1)c1ccc(Cl)c(Cl)c1,-2,i,i,i,i,-1,-1,-6,-5,i,i
O=C(Nc1nc(-c2cccnc2)cs1)c1ccccc1[N+](=O)[O-],-1,i,i,i,i,3,1,-3,-3,i,i
CC1=C2C(CCS2(=O)=O)CC2(C1)C(=O)OC(C)(C)OC2=O (centres undefined),1,i,i,i,i,5,-3,-13,-5,i,i
COc1ccccc1-c1cc(C(=O)N2CCN(S(=O)(=O)c3ccc(C)cc3)CC2)[nH]n1,/,i,i,i,i,/,-1,-6,/,i,i
CCN(Cc1ccncc1)C(=O)c1cccc(S(=O)(=O)N2CCOCC2)c1,0,i,i,i,i,-9,4,-5,-6,i,i
COc1ccc(N2CCC(CNS(=O)(=O)c3cccc(C(F)(F)F)c3)C2)cc1 (centres undefined),2,i,i,i,i,9,-2,-9,5,i,i
COc1ccc(NC2c3ccccc3C(=O)N2c2cccnc2)cc1 (centres undefined),-2,i,/,i,i,5,-6,-10,-4,i,i
C=CCN1C(=O)CN=C1Nc1cccc(C)c1,-1,i,i,i,i,7,2,-3,6,i,i
COc1nc(Nc2ccc(OC)c(Cl)c2)nc(OC)n1,-2,i,i,i,i,-6,-3,-2,-3,i,i
Cc1cc(Nc2ccc(Cl)cc2)n2nnnc2n1,1,i,i,i,i,0,0,-7,4,i,i
CCCCCCn1c(=O)c(-c2ccccc2)c(O)c2ccccc21,0,i,i,i,i,-16,5,-12,-6,i,i
O=C(CSc1nc(-c2ccccc2)cs1)Nc1nccs1,0,i,i,i,i,5,-1,-16,0,i,i
CC(OC(=O)c1ccc(Cl)c(S(=O)(=O)N2CCc3ccccc32)c1)C(=O)Nc1ncc(Cl)cc1Cl (centres undefined),-1,i,i,i,i,16,1,-9,6,i,i
COc1cc(NC(=O)c2ccc(C)cc2C)ccc1NC(=O)c1cccs1,0,i,i,i,i,4,-1,-10,0,i,i
COc1cc(C(=O)N/N=C/c2ccc(OC(=O)c3cccc(C)c3)cc2)ccc1O,-1,i,i,i,i,13,-1,-12,4,i,i
C#Cc1ccc([C@H]2C=C(C(=O)OCC=C)O[C@@H](OCC)[C@@H]2CCCO)cc1,0,i,i,i,i,14,3,-15,3,i,i
CN(C)c1ccc(/C=N/NC(=O)c2ccc(NC(=O)c3ccccc3)cc2)cc1,-2,i,i,i,i,-3,1,-2,2,i,i
CCCCNc1c(-c2ccc(SC(C)CC)cc2)nc2ccccn12 (centres undefined),3,8*,i,-7.5*,i,-21,0,-38,18,-7.8*,i
Cc1ccc(C(=O)N/C(=C\c2cn(C)c3ccccc23)C(=O)N2CCOCC2)cc1,-3,i,i,i,i,-2,2,-7,0,i,i
Fc1ccc(NC(=S)NCCN2CCOCC2)c(F)c1F,-5,i,i,i,i,4,0,-7,-5,i,i
CCOC(=O)CNC(=O)c1c(C)nn(-c2ccccc2)c1Cl,/,i,i,i,i,3,0,-5,-2,i,i
Cc1cccc(NC(=O)CSc2ccc(-c3ccc4c(c3)OCO4)nn2)c1C,-2,i,i,i,i,3,1,-11,-12,i,i
CCOc1ccc(CCNC(=O)c2ccc(CS(=O)Cc3cccc(Cl)c3)o2)cc1 (centres undefined),0,i,i,-9.4*,i,-1,-1,-18,-2,i,i
O=C(Oc1c(Cl)cc(Cl)c2cccnc12)c1cccs1,-2,i,i,i,i,8,1,-6,10,i,i
CCC(=O)N=c1sc2cc([N+](=O)[O-])ccc2n1CCOC,-1,i,i,i,i,-7,1,-9,-5,i,i
Cc1ccc(-n2c3c(cc(C(=O)NC4CCSC4=O)c2=O)C(=O)CCC3)cc1 (centres undefined),0,i,/,i,i,/,1,-3,5,i,i

# Screens as filed in PubChem BioAssay.
